# Insulin prom up: insulin promoter activators in MIN6 cells, imaging, high-content screening, mouse beta cells; hit rate 0.3% among 190,000; MIN6 insulin promoter-GFP reporter; active compounds read high; z-score at 5 µM;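 active = z-score above 3 at 5 µM with at least 500 cells counted in the well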
# Yfh1-depleted yeast: enhancers of respiration in Yfh1-depleted yeast, dose response, Friedreich's ataxia, plus single-dose screen (AID 1465) | S. cerevisiae Yfh1-off respiration, WST-1 reduction, 72 h; higher fold induction means a stronger effect | fold induction at 50 µM; hits with a dose series show EC50 in µM | hit rate 0.074% among 220,000;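 active = fold induction of absorbance versus untreated yeast above a set limit, then at least 30% activation at any dose in follow-up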;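 note: activators that raise dye reduction in frataxin-depleted yeast; strong numbers were not always called active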
# Dynein cargo inh: inhibitors of GR-EGFP nuclear translocation, primary screen, dynein cargo transport inhibitor project, imaging, high-content, 3617.4 mouse cells | test concentration mostly 20 µM; stimulated with dexamethasone, 1 µM; active compounds read low | z-score, hits read low | hit rate 0.47% among 220,000 | AID 1381, 2008;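 active = plate z-score of nuclear minus cytoplasmic receptor signal below a set negative limit, without overly bright fluorescence or cell loss, cut at about -3.5 in these data, passing the limit was not always enough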;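 note: z-score of nuclear minus cytoplasmic ring GR-EGFP intensity difference per well; some compounds called inactive have numbers as strong as hits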
#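 Buffer or medium: tet-free, stripped-serum medium; Also added: dexamethasone, 1.0 µM final; Technique: high-content fluorescence imaging after fixation; Times: 48 h induction, 1 h compound, 30 min dex at 37 °C; Read-out: per-cell GR-EGFP intensity, nucleus versus surrounding cytoplasmic ring, well-averaged.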
# PMI inhibitors: inhibitors of human PMI, primary screen, biochemical, fluorescence intensity, coupled assay (AID 1209); Mannose-6-phosphate isomerase (Homo sapiens); purified PMI enzyme, coupled fluorescence intensity; higher % means a stronger effect; one-dose inhibition, % at 20 µM; IC50 in µM for titrated hits; hit rate 0.42% among 190,000;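 note: plate controls were DMSO vehicle for no effect and wells lacking substrate for full effect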
# WT yeast gro inh: growth inhibition of WT strain, primary screen, mitochondrial fusion inhibitor project, WT and mutant strains, chemical genetic; mitochondrial fusion phenotypic screen; inhibition, % at 10 µM; hit rate 2.1% among 190,000; AID 1362, 2008; in the data active = inhibition above about 58%; tested in S. cerevisiae
# MT stabilize HCS: microtubule stabilizers in HeLa cells, primary screen, imaging, high-content imaging. % tubulin-high responders, % at 10 µM. hit rate 0.83% among 200,000. HeLa tubulin immunostaining HCS, 24 h; share of cells brighter than vehicle mean+2SD;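 active = plate Z-score above 3 for both tubulin-high and condensed-nucleus cell shares, with cell loss under 80%, at 10 µM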;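 note: anti alpha tubulin signal scored within the nucleus-defined area of each cell; some results filed as inactive read as strong as hits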
# Autophagy HCS: autophagy modulators in MEF cells, primary screen, imaging, high-content, MEF GFP-LC3 | MEF GFP-LC3 puncta imaging; test concentration mostly 10 µM | calls only at 10 µM (by protocol) | hit rate 0.98% among 190,000 | AID 463193, 2010;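 active = percentage of spot-positive cells more than 3 SD above its plate mean, without a fluorescence outlier flag or 80% toxicity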;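 note: spot-positive cell cutoff set from DMSO-treated cells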
# human PMI inhibitors: human PMI inhibitors, high substrate, primary screen, biochemical, fluorescence intensity, high mannose 6-phosphate (AID 1220). inhibition, % at 20 µM, or IC50 in µM where a hit was titrated. recombinant PMI enzyme, coupled fluorescence intensity; higher % means a stronger effect. hit rate 0.66% among 190,000
# b-catenin transl: modulators of beta-catenin nuclear translocation, primary screen, imaging, HeLa cells, immunofluorescence, high-content; nuclear translocation activity, % at 5 µM; hit rate 0.3% among 190,000;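 active = nuclear translocation activity above 50% at 5 µM, with a well cell count of 50 or more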;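 note: per-cell ratio of nuclear to cytoplasmic median beta-catenin stain intensity; plate controls were DMSO negative control for no effect and GSK-3 inhibitor IX positive control for full effect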
#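 Assay system: human HeLa cells, native beta-catenin; doses: 5 µM primary, 0.02–20 µM confirmation; incubation: compound treatment 24 h, 37°C, 5% CO2; technique: fluorescence imaging of beta-catenin antibody stain plus DAPI; measure: % activation, nuclear-to-cytoplasmic median beta-catenin signal ratio per cell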
# WT yeast gro inh mutant strain: recorded beside WT yeast gro inh, whose call it bears; inhibition, %; mitochondrial fusion phenotypic screen, mutant strain inhibition
# Dynein cargo inh cytoplasmic EGFP: recorded beside Dynein cargo inh, whose call it bears; z-score; measured here: cytoplasmic GR-EGFP intensity; active compounds read high
# Dynein cargo inh nuclear GR-EGFP: second read-out of Dynein cargo inh, no call of its own (marks repeat the call); z-score; measured here: nuclear GR-EGFP intensity;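 lower value marks the stronger effect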
# Dynein cargo inh cell count: second read-out of Dynein cargo inh, no call of its own (marks repeat the call); z-score; measured here: cell count per field
# Insulin prom up cell count: further read-out of Insulin prom up, marked with its call; cell count; measured here: cytotoxicity, nuclei count;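 total cells summed across four imaged fields per well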
# b-catenin transl cell count 5 µM: further read-out of b-catenin transl, marked with its call; cell count; measured here: cell count, cytotoxicity flag
# MT stabilize HCS Hoechst-high %: further read-out of MT stabilize HCS, marked with its call; % Hoechst-high responders; measured here: nuclear condensation Hoechst responders;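 share of cells brighter than vehicle mean plus two SD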
# MT stabilize HCS cytotoxicity %: further read-out of MT stabilize HCS, marked with its call; toxicity, %; measured here: cytotoxicity by cell density;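 0% = mean cell density of plate MIN control wells and 100% = no cells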
# Autophagy HCS cell loss 18 h: further read-out of Autophagy HCS, marked with its call; toxicity, %; measured here: cell loss, nuclei count;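 cell loss after 18 h compound exposure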
# The depositor's hits bear a star; i = inactive; x = no result given. Cut-off read from the data, not from the text of the source, unless noted: active = inhibition above about 50%; inactive = the rest.
SMILES,Insulin prom up,Insulin prom up cell count,Yfh1-depleted yeast,Dynein cargo inh,Dynein cargo inh cytoplasmic EGFP,Dynein cargo inh nuclear GR-EGFP,Dynein cargo inh cell count,PMI inhibitors,WT yeast gro inh,WT yeast gro inh mutant strain,MT stabilize HCS,MT stabilize HCS Hoechst-high %,MT stabilize HCS cytotoxicity %,Autophagy HCS,Autophagy HCS cell loss 18 h,human PMI inhibitors,b-catenin transl,b-catenin transl cell count 5 µM
CCN(CC)S(=O)(=O)c1ccc(NC(=O)Cn2c(=O)oc3ccccc32)cc1,0.75,1209,i,2.3,-0.24,1.1,-1.6,5%,5,-3,4.6,2.5,19,i,77,3%,-7.0,1036
COc1cc2c(cc1OC)/C(=C/C(=O)N1CCOCC1)NC(C)(C)C2,-0.38,1378,i,-0.0019,-0.15,-0.18,-0.072,4%,-7,4,1.2,1.6,1.2,i,4,-4%,-2.0,1363
COc1ccc(OC)c(-c2csc(NC(=O)CSc3ccc(Br)cc3)n2)c1,-0.79,1513,i,0.56,-0.28,0.39,0.92,13%,36,-5,5.4,2.2,10,i,9,2%,0.5,1084
Cc1onc(-c2ccccc2Cl)c1C(=O)NC(=S)Nc1ccc(C(C)C)cc1,-0.14,1592,i,-0.61,-0.26,-0.33,1.3,x,x,x,x,x,x,x,x,x,-1.3,1069
COc1ccc(OC)c(C2N(c3ccccn3)C(=O)C3CCCN32)c1 (stereo unspecified),0.71,1377,i,1.8,-0.099,1,-0.27,9%,4,19,5.6,2.9,6.0,i,-2,9%,0.4,1482
COc1cc(OC)cc(-c2cc3nc(C)c(CCC(=O)NC(C)CCc4ccco4)c(C)n3n2)c1 (stereo unspecified),-0.95,1151,i,1,-0.19,1,-0.67,26%,25,1,6.0,1.8,6.0,i,0,17%,x,x
Cc1nnc(NC(=O)CCC(=O)NCc2cccs2)s1,0.13,1412,i,0.028,-0.19,-0.63,-0.22,-2%,-16,-13,2.6,2.3,5.0,i,3,0%,1.0,1202
CC(C)NC(=S)NN=C1c2ccccc2-c2ccccc21,0.54,1079,i,0.079,-0.19,0.48,0.62,8%,26,21,4.1,1.2,4.5,i,9,4%,-2.2,1145
O=C(CN1C(=O)CSCC1=O)Nc1ccc2c(c1)OCO2,0.17,1443,i,-0.059,-0.17,0.067,0.17,11%,-4,20,3.3,2.4,4.7,i,6,-1%,-2.0,1131
Cc1ccc2cc3c(N)c4c(C)ccc(C)c4nc3nc2c1,2.3,1213,i,1.7,0.49,1.1,0.01,-20%,33,34,5.0,0.8,9.4,i,1,-19%,0.2,1045
Nc1ccc(-c2ccc(N)c(C(=O)O)c2)cc1C(=O)O,1.1,1062,i,-0.61,-0.25,0.27,-0.41,x,x,x,x,x,x,x,x,x,-0.9,1347
CN(C)S(=O)(=O)c1cccc(C(=O)N=C2N=C3C=CC(Cl)=CN3Cc3ccccc32)c1,0.41,1015,i,1.2,-0.24,0.46,-0.59,x,x,x,x,x,x,x,x,x,0.4,1350
COc1ccc(N2CCN(c3nc(NCCO)nc(N4CCOCC4)n3)CC2)cc1,-2,1167,i,-0.95,-0.061,-0.5,2.3,8%,15,1,2.9,2.2,8.0,i,-2,2%,-2.6,1160
COc1ccc2cc(CN(C(=O)Nc3ccccc3)C3CCCC3)c(=O)[nH]c2c1,-0.53,1094,i,-0.083,-0.16,0.29,0.4,-2%,13,26,2.9,3.4,12,i,7,8%,0.3,1137
COc1ccc(C(=O)NNC(=O)C(=O)NCc2ccccc2)cc1,0.18,1481,i,-0.39,-0.18,-0.13,1,5%,-3,-2,3.0,1.9,9.8,i,0,9%,1.0,1536
Cc1cc(N2CCOCC2)nc(-c2ccc(Br)cc2)n1,x,x,i,-0.56,-0.33,-0.58,1.2,10%,1,-15,1.9,2.9,10,i,-2,-3%,-0.8,955
CC(=O)C1=C(O)CC(c2ccccc2)CC1=NCCc1ccccc1 (stereo unspecified),0.68,1141,i,1.3,-0.19,0.8,-0.53,-5%,6,-27,1.9,2.2,6.3,i,-2,-7%,-1.6,1098
CCOC(=O)c1cnc(-n2nc(C)cc2C)nc1Nc1ccc(OC)cc1,-2.4,1677,i,-1.4,0.027,0.083,0.31,14%,44,46,2.3,1.5,9.0,i,18,18%,1.1,1070
CCN(CC)S(=O)(=O)c1ccc(N2CCCC2)c(C(=O)OCC(=O)Nc2cc(C)on2)c1,-0.81,1064,i,0.088,-0.71,-0.15,-0.35,x,x,x,x,x,x,x,x,x,1.1,1293
COc1ccc(C2=NC(C(F)(F)F)(C(F)(F)F)c3c(n(C)c(=O)n(C)c3=O)N2)cc1,0.8,1438,i,0.4,-0.19,0.73,0.077,7%,12,-8,3.0,0.9,5.6,i,11,4%,-0.9,1433
O=C(COc1ccccc1-c1ccccc1)N/N=C/c1ccccn1,0.52,1395,i,0.44,-0.34,0.25,0.61,-11%,39,30,4.9,5.3,12,i,1,-20%,-2.1,1062
COc1cccc(CNC(=O)Cc2ccc(Br)cc2)c1,-0.25,1517,i,-0.7,-0.26,-0.069,0.46,6%,-22,1,6.1,3.1,5.6,i,36,5%,-0.9,1155
COc1ccc(C(=O)NCc2ccccc2)cc1S(=O)(=O)N1CCCc2ccccc21,-0.71,1012,x,0.89,-0.23,1.1,1.3,0%,4,-5,3.2,1.5,5.4,i,23,1%,0.0,1065
C=C(C)CSc1nc2ncc(Cl)cc2[nH]1,-1.3,940,i,-0.099,-0.2,0.045,0.64,-6%,12,19,1.8,2.8,4.7,i,0,-7%,-2.6,1205
C=CC(=C)CC(NC)c1ccccc1 (stereo unspecified),-1.2,1626,i,-0.37,-0.21,-0.068,0.085,-10%,-12,-17,5.8,3.9,5.9,i,-1,0%,-1.5,1392
O=C(Nc1cccc(C(=O)O)c1)/C(=C\C=C\c1ccccc1)NC(=O)c1ccccc1,0.33,1403,i,0.83,-0.27,0.55,-0.42,-1%,4,3,3.4,1.2,11,i,10,14%,0.2,1511
CC(/C=C1\SC(=O)N(CC(=O)Nc2cccc(O)c2)C1=O)=C\c1ccccc1,0.61,1791,i,-0.63,-0.17,-0.61,0.027,25%,52,48,3.9,2.0,3.0,i,12,27%,0.5,1084
Cc1nc2ccccn2c1C(=O)/C=C/c1ccc(F)cc1,2.4,1054,i,0.66,-0.19,0.85,-0.77,7%,12,1,6.9,7.9,4.9,i,-21,6%,11,1236
Cc1ccnc(NS(=O)(=O)c2ccc(NC(=O)CSc3nc(-c4ccccc4)cc(=O)[nH]3)cc2)n1,0.37,1238,i,-0.24,-0.31,0.35,0.36,-6%,-10,4,2.3,3.0,12,i,-6,-4%,0.2,1089
COCc1c(C(=O)OCC(=O)NCCN2C(=O)CSC2=O)oc2ccccc12,x,x,i,2,-0.32,0.94,-0.35,21%,2,3,2.1,3.1,4.5,i,-8,16%,0.9,943
Cn1c(N)c(C(=O)COC(=O)/C=C/c2ccc(OC(F)F)cc2)c(=O)n(C)c1=O,-0.56,1290,i,1,-0.28,-0.079,-1,5%,-10,10,3.7,2.2,4.8,i,-2,1%,1.9,1133
COCCNC(=O)c1ccc(CS(=O)(=O)c2c(Cl)cccc2Cl)o1,-0.42,1083,i,-0.33,-0.19,0.12,-0.37,-20%,10,4,9.1,1.4,5.9,x,x,-15%,0.5,1151
CCc1ccc(NC(=S)N(Cc2ccc(Cl)cc2)Cc2ccc(C(=O)O)cc2)cc1,-0.25,1341,i,0.12,-0.22,0.43,-0.73,3%,19,-8,2.1,2.0,5.5,i,-5,6%,-0.4,1102
COC(=O)c1ccc(S(=O)(=O)N(Cc2cc3cc4c(cc3[nH]c2=O)OCO4)C2CCCCC2)cc1,-0.44,1434,x,x,x,x,x,1%,x,x,x,x,x,x,x,6%,-3.0,1033
O=C(NS(=O)(=O)c1ccccc1)c1ccccc1,-0.43,894,i,-0.24,-0.039,-0.065,-0.58,7%,-16,11,1.1,1.4,5.6,i,7,4%,-5.1,1248
O=C(CC1C(=O)NCCN1C(=O)Nc1ccc(F)cc1F)Nc1cc(Cl)ccc1Cl (stereo unspecified),1.1,922,i,0.57,-0.19,0.76,-0.71,x,x,x,x,x,x,x,x,x,3.0,1301
CCOC(=O)N1CCN(CC(=O)Nc2ccc(C)c(Br)c2)CC1,-0.32,1295,x,-1,-0.27,-0.63,0.77,3%,-5,7,2.1,2.2,9.9,i,2,-6%,-4.2,1258

# At a glance, some entries already given.
SMILES,Insulin prom up,Insulin prom up cell count,Yfh1-depleted yeast,Dynein cargo inh,Dynein cargo inh cytoplasmic EGFP,Dynein cargo inh nuclear GR-EGFP,Dynein cargo inh cell count,PMI inhibitors,WT yeast gro inh,WT yeast gro inh mutant strain,MT stabilize HCS,MT stabilize HCS Hoechst-high %,MT stabilize HCS cytotoxicity %,Autophagy HCS,Autophagy HCS cell loss 18 h,human PMI inhibitors,b-catenin transl,b-catenin transl cell count 5 µM
O=C(NS(=O)(=O)c1ccccc1)c1ccccc1,-0.43,894,i,-0.24,-0.039,-0.065,-0.58,7%,-16,11,1.1,1.4,5.6,i,7,4%,-5.1,1248
O=C(CC1C(=O)NCCN1C(=O)Nc1ccc(F)cc1F)Nc1cc(Cl)ccc1Cl (stereo unspecified),1.1,922,i,0.57,-0.19,0.76,-0.71,x,x,x,x,x,x,x,x,x,3.0,1301
CCOC(=O)N1CCN(CC(=O)Nc2ccc(C)c(Br)c2)CC1,-0.32,1295,x,-1,-0.27,-0.63,0.77,3%,-5,7,2.1,2.2,9.9,i,2,-6%,-4.2,1258

# Random draw from the library; 5% or so of the library scored in one or more.
